Screens: PubChem, several laboratories
sEH activator: soluble epoxide hydrolase (human) activation; 0.04% of 91,000 active; purified human sEH enzymatic activity, activator screen; activation, % at 2 µM; in the data active = activation above about 37%; also: values of inactives mirror those of a sister screen read the other way
Smad3 inh: inhibitors of human Smad3 transcription factor binding | TR-FRET Smad3/Dy647-FoxH1 peptide binding, europium anti-His | 0.29% of 88,000 active | inhibition, % at 25 µM | AID 630 | P84022;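 active = compounds that reduce the energy-transfer binding signal between the protein and its labelled peptide by more than half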;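 also: 0% = Smad3 plus labelled peptide maximal FRET and 100% = peptide-only background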
Target sequence (P84022 whole entry, looked up): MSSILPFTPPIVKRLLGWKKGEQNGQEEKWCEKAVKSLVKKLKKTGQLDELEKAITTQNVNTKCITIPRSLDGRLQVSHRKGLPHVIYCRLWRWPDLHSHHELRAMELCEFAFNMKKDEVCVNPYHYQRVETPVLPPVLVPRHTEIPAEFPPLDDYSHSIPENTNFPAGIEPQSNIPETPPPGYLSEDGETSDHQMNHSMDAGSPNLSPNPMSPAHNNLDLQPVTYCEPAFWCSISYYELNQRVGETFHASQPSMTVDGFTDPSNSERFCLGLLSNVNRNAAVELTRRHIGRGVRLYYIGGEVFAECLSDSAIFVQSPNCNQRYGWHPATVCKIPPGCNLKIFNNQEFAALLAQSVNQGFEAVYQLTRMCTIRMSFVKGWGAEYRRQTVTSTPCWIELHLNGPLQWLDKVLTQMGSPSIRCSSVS
Numbers without * were called inactive; . = not tested or not shown. These rows are one share of the data, so the mix of outcomes need not match the whole.

SMILES | sEH activator | Smad3 inh
COc1ccc(C[C@@H](N)c2ccc(OC)cc2)cc1 | . | -15
CCc1ccc(CCN2CCCCC2)nc1 | . | -2
FC(F)(F)c1nc2ccc(SSc3ccc4nc(C(F)(F)F)[nH]c4c3)cc2[nH]1 | . | 6
COC(=O)c1c(C)ccc2c(O)c3c(cc12)C(=O)c1c2c(cc(O)c1C3=O)[C@@]1(C)O[C@@](C)(O2)[C@@H](O)[C@H](N(C)C)[C@H]1O | . | 94*
CSCC[C@@H](N)P(C)(=O)O | . | -3
O=[As](O)(O)c1ccc(N=Nc2ccc([As](=O)(O)O)cc2)cc1 | . | -4
O=C1C2CCN(CC2)C1(CO)CO | . | -16
Nc1nc(N)c(Cn2ccnc2)c(=O)[nH]1 | . | -14
COc1cc2c3cc1Oc1c(O)c(OC)cc4c1[C@@H](Cc1ccc(cc1)Oc1cc(ccc1O)C[C@@H]3N(C)CC2)N(C)CC4 | . | 59*
CC(C)C(=O)CP(=O)(O)O | . | -3
O=[As](O)(O)c1ccc(N=Nc2ccc(O)cc2)cc1 | . | 1
CC[C@@H]1[C@@H]2Cc3ccc(O)cc3[C@@]1(CC)CCN2C | . | 19
NC(N)=NCCN=C(N)N | . | 36
CN(C)CCCNc1c2c(nc3ccc(Cl)cc13)CCCC2 | . | -1
O=C(CCN1CC2CCC(CC2)C1)c1cccs1 | . | 12
O=[As](O)(O)c1ccc2nc3cc([As](=O)(O)O)ccc3nc2c1 | . | 43
C1C[C@@H]2CN(CCCN3CCOCC3)[C@H](C1)O2 | . | 4
O=C(O)CNCP(=O)(O)O | . | 0
CCNCCC1(CC)C(=O)NC(=O)NC1=O | . | -4
CC[C@@]1(O)C(=O)OCc2c1cc1n(c2=O)Cc2cc3c(NC(=O)CN)cccc3nc2-1 | . | 4
Nc1nc2c(c(=S)[nH]1)[n]([Hg][c]1cc([N+](=O)[O-])ccc1O)c[n+]2[C@H]1O[C@H](CO)[C@@H](O)[C@@H]1O | . | 46
O=C(O)/C=C/c1ccc[c]([Sb](=[O])([OH])[OH])c1 | . | 90*
Cc1c([C@@H](C)[C@H]2NC[C@H](C)C[C@@H]2O)ccc2c1C[C@@H]1[C@@H]2CC=C2C[C@@H](O)CC[C@@]21C | . | 1
CC(C)c1ccc(C(c2c(O)c3ccccc3oc2=O)c2c(O)c3ccccc3oc2=O)cc1 | . | 15
CC(C)c1ccc(C(O)(C(=O)O)c2ccc(C(C)C)cc2)cc1 | . | 10
SMILES | sEH activator | Smad3 inh
CO[C@H]1[C@H](O)[C@@H](O[C@@H]2[C@@H](Oc3cccc4c(O)c5c(=O)oc6ccc(C)c7c(=O)oc(c34)c5c67)O[C@@H](C)[C@H](O)[C@H]2O)O[C@@H](C)[C@@H]1O | . | -3
CCn1c(O)c(C=Nc2ccc(N3CCOCC3)cc2)c(=O)n(CC)c1=S | 8 | .
Cc1cc(NC(=O)CCC(=O)N2CCC3(CC2)OCCO3)no1 | 25 | .
O=C(CN1CCOCC1)c1ccc2cc[nH]c2c1 | 15 | .
O=[N+]([O-])c1ccccc1CNCCc1ccc(F)cc1 | 1 | .
Cc1ccccc1-n1c(C)nc2sccc2c1=O | -2 | .
CC(=O)Nc1ccccc1C(=O)OCc1ccc(C(=O)c2ccccc2)cc1 | 8 | .
Nc1ccc2c(c1)oc1ccccc12 | 1 | .
O=c1[nH]c(O)c(/C=C2\C=NN=C2c2ccccc2)c(=O)[nH]1 | -6 | .
CCOC(=O)C(NC(=O)CC)(Nc1ccc(C(O)(C(=O)OCC)C(F)(F)F)cc1C)C(F)(F)F (stereo unspecified) | 4 | .
C[N+]12CCC(CC1)C(C(O)(c1ccccc1)c1cccs1)C2 (stereo unspecified) | -2 | .
Cc1ccc(-n2c(O)c(C=Nc3ccc(S(=O)(=O)N(C)C)cc3)c(=O)[nH]c2=O)cc1 | -9 | .
C=CCn1c(=O)c(C=Nc2cccc([N+](=O)[O-])c2)c(O)n(CCCC)c1=O | -8 | .
Cc1ccc(S(=O)(=O)CC(C)(O)C(=O)Nc2cccc(C(F)(F)F)c2)cc1 (stereo unspecified) | 0 | .
CCCCCn1c(=O)c(C(=O)Nc2c(C)n(C)n(-c3ccccc3)c2=O)c(O)c2ccccc21 | -6 | .
Cc1ccc(C(=O)Nc2ccc(Cl)cc2C(=O)c2ccccc2)cc1 | 0 | .
C(#CCN1CCOCC1)COC/C=C/c1ccccc1 | 2 | .
CC(=O)c1ccc(OC(NC(=O)Cc2ccccc2)C(Cl)(Cl)Cl)cc1 (stereo unspecified) | -6 | .
O=C(c1cc2cc3ccc(Cl)cc3nc2o1)N1CCC2(CC1)OCCO2 | -26 | .
Cc1ccc2nc(N3CCC(C(=O)N4CCC5(CC4)OCCO5)CC3)sc2c1 | -5 | .
CC(C)(C)N(NC(=O)c1ccccc1)C(=O)c1ccccc1 | -13 | .
Clc1cccc(C2NCCc3[nH]cnc32)c1 (stereo unspecified) | -24 | .
COc1ccc(Oc2cc(NC(=O)c3nn(C)cc3[N+](=O)[O-])cc([N+](=O)[O-])c2)cc1 | -5 | .
CCC(CO)Nc1ccc([N+](=O)[O-])c2cccnc12 (stereo unspecified) | 2 | .
CCOP(=O)(OCC)C(O)c1ccc(OC)c(OC)c1 (stereo unspecified) | 0 | .

Looked up above:
O=C(CCN1CC2CCC(CC2)C1)c1cccs1 | Smad3 inh: 12
O=c1[nH]c(O)c(/C=C2\C=NN=C2c2ccccc2)c(=O)[nH]1 | sEH activator: -6
CCC(CO)Nc1ccc([N+](=O)[O-])c2cccnc12 (stereo unspecified) | sEH activator: 2
COc1ccc(Oc2cc(NC(=O)c3nn(C)cc3[N+](=O)[O-])cc([N+](=O)[O-])c2)cc1 | sEH activator: -5
O=[As](O)(O)c1ccc2nc3cc([As](=O)(O)O)ccc3nc2c1 | Smad3 inh: 43
CC(C)c1ccc(C(O)(C(=O)O)c2ccc(C(C)C)cc2)cc1 | Smad3 inh: 10
CCc1ccc(CCN2CCCCC2)nc1 | Smad3 inh: -2

No new results follow: entries from further up.
SMILES | sEH activator | Smad3 inh
CO[C@H]1[C@H](O)[C@@H](O[C@@H]2[C@@H](Oc3cccc4c(O)c5c(=O)oc6ccc(C)c7c(=O)oc(c34)c5c67)O[C@@H](C)[C@H](O)[C@H]2O)O[C@@H](C)[C@@H]1O | . | -3
CCn1c(O)c(C=Nc2ccc(N3CCOCC3)cc2)c(=O)n(CC)c1=S | 8 | .
Cc1cc(NC(=O)CCC(=O)N2CCC3(CC2)OCCO3)no1 | 25 | .
O=C(CN1CCOCC1)c1ccc2cc[nH]c2c1 | 15 | .
O=[N+]([O-])c1ccccc1CNCCc1ccc(F)cc1 | 1 | .
Cc1ccccc1-n1c(C)nc2sccc2c1=O | -2 | .

(more compounds)
SMILES | sEH activator | Smad3 inh
COc1ccc(C2C(C#N)=C(N)Oc3c2c(=O)oc2ccccc32)cc1Cn1cc([N+](=O)[O-])cn1 (stereo unspecified) | -1 | .
Cc1ccc(-c2nc3ccccc3c(=O)n2-c2ncccc2C)cc1 | 4 | .
CC(C)NS(=O)(=O)c1ccc(OCC(=O)N2CCN(Cc3ccccc3)CC2)cc1 | 1 | .
C=CCn1c(O)c(C(CC)=Nc2ccccc2NC(C)=O)c(=O)[nH]c1=O | 7 | .
COc1ccc2nc(/N=C/c3c(O)n(-c4cccc(Cl)c4)c(=O)[nH]c3=O)sc2c1 | 1 | .
O=C1CN=C(c2ccccc2)c2ccccc2N1Cc1ccc(C(F)(F)F)cc1 | 1 | .
COC(=O)C(O)(c1c[nH]c2ccccc12)C(F)(F)F (stereo unspecified) | 4 | .
Cc1ccc(C)c(CN2CCC(n3nnc4cc(F)ccc43)CC2)c1 | 2 | .
COc1cc(-n2c(=S)[nH]c3ccccc3c2=O)c(Cl)cc1Cl | -1 | .
CC1=NN(c2ccccc2)C(=O)C1/C=C1/C(=O)NC(=O)N(c2cccc(C)c2)C1=O (stereo unspecified) | 6 | .
COCCCNC(=O)c1c(NC(=O)c2ccccc2)n(Cc2ccccc2)c2nc3ccccc3nc12 | 4 | .
Cc1ccc(N2C(=O)/C(=C/N3CCN(C(=O)c4ccco4)CC3)C(=O)NC2=S)cc1C | -6 | .
O=C(CN1CCCCC1)NCC(=O)Nc1ccc(Br)cc1C(=O)c1ccccc1 | -4 | .
O=P(Nc1ccccc1)(Nc1ccccc1)Oc1ccc(Cl)cc1 | 4 | .
COc1ccccc1N1CCN(Cc2ccccc2Cl)CC1 | -7 | .
CC1CCCC(NC(=O)COC(=O)Cc2ccccc2)C1C (stereo unspecified) | -24 | .
Cc1nc2cc(-c3ccc(Cl)cc3)nn2c(C)c1CCC(=O)N1CCC2(CC1)OCCO2 | 9 | .
CCCCCCCSc1cc(OC)c(CCNC)cc1OC | 2 | .
CC1OC(NCCc2ccccc2)C(O)C(O)C1O (stereo unspecified) | 11 | .
CCN(CC)c1ccc(N=Cc2c(O)n(-c3ccc(Cl)cc3)c(=O)[nH]c2=O)cc1 | 2 | .
Fc1ccc(CCNCc2ccc(Cl)c(Cl)c2)cc1 | -24 | .
Cc1cccc(OCC(=O)N2CCN(Cc3ccncc3)CC2)c1 | 16 | .
CCNC(=O)C1OC(n2cnc3c(N)ncnc32)C(O)C1O (stereo unspecified) | 6 | .
O=C(CN1CCCCC1)Nc1ccc(Br)cc1C(=O)c1ccccc1Cl | -10 | .
OC(c1ccccc1)(c1ccccc1)C1CCCN1 (stereo unspecified) | 11 | .

4 compounds out of the list, sorted by number of heavy atoms, ascending:
SMILES | sEH activator | Smad3 inh
COc1ccccc1N1CCN(Cc2ccccc2Cl)CC1 | -7 | .
Cc1ccc(-c2nc3ccccc3c(=O)n2-c2ncccc2C)cc1 | 4 | .
CC(C)NS(=O)(=O)c1ccc(OCC(=O)N2CCN(Cc3ccccc3)CC2)cc1 | 1 | .
Cc1ccc(N2C(=O)/C(=C/N3CCN(C(=O)c4ccco4)CC3)C(=O)NC2=S)cc1C | -6 | .

Single records (already shown):
`O=C(CN1CCCCC1)NCC(=O)Nc1ccc(Br)cc1C(=O)c1ccccc1` as listed: sEH activator = -4; Smad3 inh = .
`Cc1ccc(-c2nc3ccccc3c(=O)n2-c2ncccc2C)cc1` as listed: sEH activator = 4; Smad3 inh = .
`COC(=O)C(O)(c1c[nH]c2ccccc12)C(F)(F)F` (stereo unspecified) as listed: sEH activator = 4; Smad3 inh = .

(list continues)
SMILES | sEH activator | Smad3 inh
Cc1ccc(-c2nc3ccccc3c(=O)n2-c2cc(C)ccn2)cc1 | -6 | .
COc1cc(C(=O)Nc2ccc(Br)cc2C(=O)c2ccccc2)cc(OC)c1OC | -6 | .
CCOC(=O)Cn1cc([N+](=O)[O-])nc1[N+](=O)[O-] | 19 | .
O=[N+]([O-])c1ccc(N2CCNCC2)c2ncccc12 | 1 | .
Cc1cc(OCc2ccc([N+](=O)[O-])cc2)c2c3c(c(=O)oc2c1)CCCC3 | 4 | .
COc1cc2c(C(=O)N3CCN(C)CC3)c(C)n(C)c2cc1Br | 0 | .
C=CCNC(=O)c1c(N)n(CCN2CCOCC2)c2nc3ccccc3nc12 | 10 | .
O=c1c2ccccc2nc(-c2ccccc2)n1-c1ccncc1 | 2 | .
COc1cc(C2SCC(=O)Nc3c2c(=O)[nH]n3C2CCCCCC2)cc(OC)c1OC (stereo unspecified) | -1 | .
COc1ccccc1CCNCc1cc2c(cc1[N+](=O)[O-])OCO2 | 10 | .
C(=NC12CN3CN(CN(C3)C1)C2)c1cccs1 | -4 | .
CC(Cc1ccccc1Sc1ccc(O)cc1)N(C)C (stereo unspecified) | 14 | .
O=C1NC(=O)N(c2ccccc2)C(=O)/C1=C/c1ccc(Sc2ccccc2)o1 | 1 | .
O=c1c2ccccc2nc(-c2cccs2)n1-c1ccccc1 | 1 | .
CN1C(=O)C(Cc2nc3ccccc3c(=O)n2-c2ccccc2)c2ccccc21 (stereo unspecified) | -18 | .
CCCCCSc1cc(OC)c(CCN(C)C)cc1OC | 2 | .
CC(O)(CS(=O)(=O)c1ccccc1)C(=O)Nc1cccc(C(F)(F)F)c1 (stereo unspecified) | 3 | .
